# 3T3 cytotox – NIH 3T3 cell cytotoxicity. NIH 3T3 viability, CellTiter-Glo ATP luminescence, 48-72 h. Potency, µM (highest dose often 96.7 µM), inactives show at the top dose activity change, negative = cytotoxicity, actives largely listed as inhibitors. 4.3% of 94,000 active. AID 1345082; note: potency is the fitted concentration of half-maximal effect; nearly all actives have a fitted effect of over 55% in size
#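 Cytotoxicity is measured as loss of cellular ATP: NIH 3T3 cells (400/well) are exposed to compound for 48 or 72 hr at 37 °C, then CellTiter-Glo luminescence is imaged after 10 min at room temperature.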
# HEK293 tox – cytotoxic compounds in HEK 293 cells; HEK 293 viability, ATP luminescence (CellTiter-Glo), 48-72 h; Potency, µM (top dose mostly 115 µM), without a hit: top-dose activity change, negative = cytotoxicity, usual class: inhibitors; 6.6% of 94,000 active; note: potency is the fitted concentration of half-maximal effect; nearly all actives have a fitted effect of over 60% in size
#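 Viability of HEK 293 cells, plated at 250 cells/well, was judged by cellular ATP after compound treatment for 48 or 72 hr. Luminescence was imaged 10 min after CellTiter-Glo addition at room temperature.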
# IP6K1 inhibitor – inhibitors of human IP6K1. Q92551. IP6K1 kinase, ADP-Glo luminescence, 2 h; hits give low values. activity change, % (series mostly up to about 58 µM). 0.81% of 140,000 active; in the data active = activity change below about -25%
# Target sequence (Q92551 whole entry, looked up): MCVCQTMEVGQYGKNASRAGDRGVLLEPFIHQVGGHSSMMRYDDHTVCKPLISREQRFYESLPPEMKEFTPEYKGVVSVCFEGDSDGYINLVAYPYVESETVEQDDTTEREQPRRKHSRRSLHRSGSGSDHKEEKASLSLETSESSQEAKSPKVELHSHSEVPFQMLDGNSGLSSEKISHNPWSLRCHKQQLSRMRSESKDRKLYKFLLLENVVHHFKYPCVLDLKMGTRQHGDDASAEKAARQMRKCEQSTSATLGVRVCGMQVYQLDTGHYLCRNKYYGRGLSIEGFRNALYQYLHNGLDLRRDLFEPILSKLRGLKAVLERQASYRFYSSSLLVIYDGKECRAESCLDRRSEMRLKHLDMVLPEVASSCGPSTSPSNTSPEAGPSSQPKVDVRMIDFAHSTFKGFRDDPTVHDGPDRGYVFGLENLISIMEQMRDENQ
#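 ADP-Glo luminescence measures ADP made by human IP6K1 during a 2 h RT reaction with ATP/IP6 (mix at 1.3 mM/130 uM); top library doses 57.5 and 19.1 uM final.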
# GPT2 inh – inhibitors of human GPT2 alanine aminotransferase; Recombinant GPT2, coupled pyruvate oxidase/HRP Amplex Red fluorescence; Potency, µM (top dose mostly 57.7 µM), without a hit: at the highest dose activity change, negative = inhibition, usual class: inhibitors; 0.25% of 100,000 active; note: potency is the fitted concentration of half-maximal effect; nearly all actives have a fitted effect of over 60% in size; many of its hits are not listed in these tables
# Target sequence (Q8TD30 whole entry, looked up): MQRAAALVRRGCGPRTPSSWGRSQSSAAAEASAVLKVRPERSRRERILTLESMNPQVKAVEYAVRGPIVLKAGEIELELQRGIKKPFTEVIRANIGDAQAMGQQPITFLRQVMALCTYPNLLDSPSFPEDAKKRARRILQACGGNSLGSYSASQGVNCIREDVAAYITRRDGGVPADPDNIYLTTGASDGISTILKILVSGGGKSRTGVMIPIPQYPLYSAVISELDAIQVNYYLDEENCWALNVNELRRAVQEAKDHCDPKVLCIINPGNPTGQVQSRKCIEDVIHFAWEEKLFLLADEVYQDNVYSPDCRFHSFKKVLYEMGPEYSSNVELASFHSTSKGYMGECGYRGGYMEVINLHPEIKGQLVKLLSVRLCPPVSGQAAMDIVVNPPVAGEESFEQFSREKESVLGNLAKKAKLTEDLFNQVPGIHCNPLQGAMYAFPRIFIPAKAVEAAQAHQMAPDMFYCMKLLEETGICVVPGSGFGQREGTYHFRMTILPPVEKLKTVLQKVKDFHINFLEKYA
#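 Fluorescence of coupled pyruvate oxidase/HRP/Amplex Red system (50uM Amplex, 30 min, dark) reports pyruvate formed by GPT2. Enzyme reaction: 10ng/uL GPT2, 2mM L-alanine, 250uM a-KG, 30 min room temperature, pH 7.5; 50uM AOA control.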
# SNCA viab count – counter-screen for SNCA expression inhibitors: cell viability; HEK-293-SNCA-luc viability, GF-AFC fluorescence, 24 h; Potency, µM (doses to about 57.1 µM), without a hit: top-dose activity change, negative = cytotoxicity, usual class: cytotoxic; 0.12% of 150,000 active; AID 1671193;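 note: potency is the fitted concentration of half-maximal effect; 0% = DMSO-treated cells and -100% = medium-only wells without cells; nearly all actives have a fitted effect of over 30% in size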
#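 HEK-293-SNCA-luc cells (1500/well) plated 24 h, then exposed 24 h to a dilution series; GF-AFC added 30 min at 37C, fluorescence 405/540 nm; normalised to medium-only and DMSO wells, Hill fit.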
# FLuc inh – inhibitors of firefly (Photinus pyralis) luciferase; purified P. pyralis luciferase, luminescence, biochemical; Potency, µM (highest dose often 115 µM), without a hit: top-dose activity change, negative = inhibition, hits mostly inhibitors; 2.5% of 76,000 active; note: potency is the fitted concentration of half-maximal effect; nearly all actives have a fitted effect of over 65% in size
#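 Biochemical qHTS: compound (6-point titration) added to 10uM D-luciferin plus 10uM ATP in Tris acetate pH 7.5 buffer with Mg, Tween-20 and BSA, then purified enzyme at 10nM; light output imaged.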
# SNCA expr inhib – SNCA gene expression inhibition | HEK-293 SNCA-luciferase knock-in, luminescence, 24 h | Potency, µM (series often up to 57.2 µM), for the others: at the top dose activity change, negative = inhibition, actives largely listed as inhibitors | 0.17% of 140,000 active | AID 1671194;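 note: potency is the fitted concentration of half-maximal effect; plate controls were DMSO cells for no effect and cell-free wells for full effect; nearly all actives have a fitted effect of over 45% in size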
# Numbers without * were called inactive; i = inactive; ? = inconclusive; / = not tested or not shown; [ ] = another dose, or the depositor's remark. Unless noted, calls come from the whole dose curve; as a rule, active = well fitted curve in the direction sought with a large enough effect; inconclusive = small, poorly fitted or top-dose-only effect, or another doubt; inactive = no such curve, though single readings can be large; an effect the other way counts as inactive or inconclusive. Unless noted, % is set by controls: 0 for no effect and ±100 for the full control effect.
SMILES,3T3 cytotox,HEK293 tox,IP6K1 inhibitor,GPT2 inh,SNCA viab count,FLuc inh,SNCA expr inhib
Cc1ccc(NC(=O)CC2CCCN(c3cnn(CC4CC4)c(=O)c3)C2)cc1C (centres undefined),40µM*,?,6,i,-13%,5%,-5%
CNC(=O)CCn1ncc2cc(OCc3ccccc3-c3cc(F)cc(OC)c3)ccc21,?,71µM*,11,-8%[88.5 µM],-21%[87.6 µM],-18%[172 µM],?
Cc1ccc(C)c(OCC(=O)Nc2ccc(S(=O)(=O)Nc3onc(C)c3C)cc2)c1C,/,/,-2,/,-9%,/,-3%
O=C(c1cc(C2CC2)no1)N1CCC2(CCCN(C3CCCC3)C2=O)C1 (centres undefined),-18%,-20%,5,-7%,0%,8%,?
CCCN(CC1CCOC1)S(=O)(=O)c1cccc(C)c1 (centres undefined),-3%,?,14,i,-11%,5%,-18%
O=C(CN1C(=O)NC2(CCOCC2)C1=O)Nc1ccc(F)cc1F,i,1%,22,-10%,-4%,-14%,29%
CC(=O)N1c2ccc(S(=O)(=O)N3CCCCCC3)cc2CC1C(=O)NCc1cccc(C)c1 (centres undefined),/,/,13,/,-3%,/,23%
CCC(c1cccs1)N1C(=O)[C@H]2CN(S(=O)(=O)c3ccccc3F)C[C@H]2C1=O (some centres undefined),-13%,-28%,11,i,3%,12%,-4%
COc1cccc(CNC(=O)c2cc(-c3ccc(F)cc3)nc3c2cnn3C)c1,?,28µM*,12,i,-13%,/,-13%
O=C(C1CCCCC1)N1CC(c2nnc(-c3ccncc3)o2)C2(CCOCC2)C1 (centres undefined),-7%,-4%,20,1%,-1%,-2%,-28%
O=C1CCCCC(C(=O)NCc2ccco2)N1 (centres undefined),-2%,1%,5,i,6%,2%,4%
Cc1ccc(C)c(Cn2c(=O)c3c(nc4n3CCN4c3ccc(F)cc3)n(C)c2=O)c1,/,/,-9,/,4%,/,7%
CC(C)c1cnc(C2CCN(C(=O)OC(C)(C)C)CC2)[nH]1,-12%[138 µM],-19%[172 µM],-1,?,-15%[87.6 µM],/,10%[87.6 µM]
COCC(=O)N1CC[C@H](c2nc3ccc(C(F)(F)F)cc3[nH]2)C1,-13%[138 µM],0%[172 µM],-8,i,-2%[87.6 µM],-2%[172 µM],2%[87.6 µM]
CCc1cccc(NC(=O)Cn2ccn3nc(-c4ccc(F)cc4)c(CO)c3c2=O)c1,-23%,?,9,5%,2%,11%,-12%
Cc1noc2c(NCCN3CCOCC3)cc(-c3cccnc3)nc12,?,1%[172 µM],-2,i,7%[87.6 µM],-21%[172 µM],26%[87.6 µM]
O=C(C1CCCN([S+](=O)([O-])c2cccs2)C1)N1CCC(c2ccccc2)CC1 (centres undefined),?,?,1,4%,-9%,/,1%
CCOC(=O)c1c(-c2ccccc2)oc2cc(Br)c(OCc3ccccc3)cc12,/,/,14,/,3%,/,-3%
Cc1ccc(-n2nc(-c3c(C)nc4scc(CC(=O)Nc5ccc(F)cc5)n4c3=O)cc2C)cc1,?,?,6,i,-20%,-9%,-9%
COc1ccccc1NC(=O)N1CC[C@@H](CC(=O)O)[C@@H](CC2=NCCc3cc(F)ccc32)C1,-1%,-27%,-1,2%,-4%,-3%,4%
CN(C)[C@@H]1CN(C2CCCCCC2)CC[C@@H]1CO,i,i,-3,1%,1%[12.5 µM],10%,2%
O=C(Nc1ccc(-c2nnc3n2CCCC3)cc1)c1cccc(Cl)c1,?,?,-1,i,-12%,-17%,-10%
COc1ccc(C(=O)NCCC2CCN(C(=O)Nc3ccccc3)CC2)cc1,-15%,-16%,-3,i,4%,?,82%[activator]
CC(C)c1nc(N2CCCCCC2)ncc1C(=O)O,-5%,3%,3,i,-4%,6%,6%
COc1ccc(C(=O)N2CCC(N3C[C@H](O)C[C@H]3C(=O)NC3CCCCC3)CC2)cc1F,-15%,1%,13,i,-22%,-3%,-10%

# Record cards, from the list above.
# Cc1noc2c(NCCN3CCOCC3)cc(-c3cccnc3)nc12 is listed with 3T3 cytotox: ?; HEK293 tox: 1%[172 µM]; IP6K1 inhibitor: -2; GPT2 inh: i; SNCA viab count: 7%[87.6 µM]; FLuc inh: -21%[172 µM]; SNCA expr inhib: 26%[87.6 µM]
# CCc1cccc(NC(=O)Cn2ccn3nc(-c4ccc(F)cc4)c(CO)c3c2=O)c1 is listed with 3T3 cytotox: -23%; HEK293 tox: ?; IP6K1 inhibitor: 9; GPT2 inh: 5%; SNCA viab count: 2%; FLuc inh: 11%; SNCA expr inhib: -12%

# (listing goes on)
SMILES,3T3 cytotox,HEK293 tox,IP6K1 inhibitor,GPT2 inh,SNCA viab count,FLuc inh,SNCA expr inhib
COc1ccc(-n2c(=O)c3c(n2Cc2ccccc2)CN(C(=O)c2cccc(C#N)c2)CC3)cc1,?,-12%,-8,-8%,1%,-10%,-7%
Cc1nocc1C(=O)N1CCCn2ccnc2C1c1cnn(C)c1 (centres undefined),-3%,i,9,4%,-18%,-1%,-12%
CCCNC(=O)c1cccc2c1CCN2C(=O)Nc1cccc(C)c1,5%,?,-2,-5%,-22%,5µM*,17%
Cc1ccc(-c2nnc(C3CN(C(=O)Cc4ccccc4C)CC34CCOCC4)o2)cc1 (centres undefined),-26%,?,25,1%,-15%,2%,-3%
O=C(c1ccccn1)N1CCC(N2Cc3ccccc3C2=O)CC1,-19%,i,-4,1%,6%,/,10%
O=C(NC1CCCC1)c1cc(C2CC2)nc2onc(C3CCCN3)c12 (centres undefined),-19%,-6%,6,1%,-1%,/,-3%
COC(=O)C1=C(C)N=C2SC=C(CC(=O)N3CCOCC3)N2C1c1ccc([N+](=O)[O-])cc1 (centres undefined),-6%,-27%,22,i,-9%,2%,35%[activator]
COCCN1CCNc2nc(CN(C)Cc3ccccc3)n(Cc3ccccc3)c2C1=O,-24%[138 µM],?,-8,1%[88.5 µM],-7%[87.6 µM],-6%[172 µM],-9%[87.6 µM]
COc1ccc(OC)c(NC(=O)c2ccc3c(c2)C(O)CCCCCN3C)c1 (centres undefined),?,?,-11,i,4%,-21%,28%
CCOCC1(C)COc2ccc(C(=O)Nc3ccccc3)cc2N1 (centres undefined),?,?,-5,-14%[88.5 µM],-11%[87.6 µM],10µM*,57%[activator][87.6 µM]
NC1(C(=O)O)CCCCC1,/,/,/,-6%,-8%,/,-22%
CCCNC(=O)c1ccc2c(c1)nc1n2CCCCC1,/,/,1,/,1%,/,?
CC1(C)NC2N(C1=O)c1ccccc1C2(O)CC(C(=O)O)n1cnc2ccccc2c1=O (centres undefined),/,/,3,i,-8%[23.9 µM],/,/
CC(=O)c1cccc(NS(=O)(=O)c2cc(-c3cnc(C4CC4)o3)ccc2C)c1,/,/,-24,/,2%,/,-17%
CC1=CC(=O)C2(OC3OC(C)C(O)C(OC(=O)/C=C/c4ccccc4)C3O)C=COC(OC3OC(CO)C(O)C(O)C3O)C12 (centres undefined),/,/,29,0%[17.1 µM],-20%[23.9 µM],/,/
CN(Cc1cccc(F)c1)Cc1cccc(C(F)(F)F)c1,-4%[138 µM],3%[172 µM],17,i,-1%[87.6 µM],/,-5%[87.6 µM]
COc1ccc(CNC(=O)CC[C@]23CC[C@](C)(O)C[C@H]2C(C)(C)C[C@@H]3NC(=O)CC(C)(C)C)cc1,-27%,-22%,5,i,-14%,0%,4%
CC12CCC(=O)C=C1CCN(c1ccccc1)C2 (centres undefined),?,-22%,6,/,/,/,/
Cc1ccc(F)cc1S(=O)(=O)N1CCC(n2cnnc2C(C)C)CC1,-14%,-24%,4,i,8%,-3%,-13%
CCN(CC)C(=O)CSc1nc(-c2ccccc2F)nc2c1Cc1c(CO)cnc(C)c1O2,/,/,0,/,?,/,-9%
CCCS(=O)(=O)N1CC[C@H]2NC(=O)N(c3ccc(F)cc3)C(=O)[C@H]21,-7%[138 µM],-7%[172 µM],10,i,2%[87.6 µM],-4%[172 µM],-9%[87.6 µM]
O=C(Nc1ccc(Oc2ccccc2F)cc1)C1CCCCN1C(=O)c1cccnc1 (centres undefined),-19%,?,-3,i,5%,-2%,-9%
CC(C)CNC(=O)C1CCCN1Cc1ccc(-c2cncnc2)cc1 (centres undefined),-25%[138 µM],-21%[172 µM],0,-3%[88.5 µM],?,/,?
O=C(NCc1ccc(Cl)cc1)C1CCN(C(=O)c2ncn3c2COC(c2ccccc2)C3)CC1 (centres undefined),-7%,-17%,0,?,-8%,8.9µM*,62%[activator]
O=C(c1ccccc1)N1C[C@@H]2C[C@H](C1)c1ccc(NS(=O)(=O)c3cccc(F)c3)c(=O)n1C2,-5%,-2%,6,1%,-4%,2%,-4%
# Later entries.
SMILES,3T3 cytotox,HEK293 tox,IP6K1 inhibitor,GPT2 inh,SNCA viab count,FLuc inh,SNCA expr inhib
Cc1cccc2[nH]c(CCNC(=O)C3CCC(=O)N(C4CCCCCC4)C3)nc12 (centres undefined),1%,?,8,1%,0%,11%,8%
CNC(=O)c1cccnc1N1CCOC(c2ccc3cc(OC)ccc3c2)C1 (centres undefined),-23%,?,-1,i,-12%,?,107%[activator]
CCOc1ccc(CNC(=O)c2ccccc2NC(=O)c2nsc3ccccc23)cc1,/,/,1,/,10%,/,96%[activator]
CCOC(=O)Cn1c(=O)n(CC2CCCO2)c2nc(-c3ccccc3F)nc(C(N)=O)c21 (centres undefined),/,/,18,/,0%,/,-2%
COc1ccc(C(=O)N2CCC3(CC2)CC(Cc2nc(-c4ccccc4)no2)CCO3)cc1 (centres undefined),?,13µM*,-11,i,?,?,?
Cc1cccc(N2CCN(S(=O)(=O)c3cc(Cl)ccc3Cl)CC2)c1C,/,/,14,/,14%,/,?
O=C(NCCc1cnc[nH]1)c1ccc2nc(-c3ccc(F)cc3)cn2c1,?,?,10,-24%,-12%,10µM*,47%[activator]

# Grouped by structure: those above containing a COOH group (4)
SMILES,3T3 cytotox,HEK293 tox,IP6K1 inhibitor,GPT2 inh,SNCA viab count,FLuc inh,SNCA expr inhib
COc1ccccc1NC(=O)N1CC[C@@H](CC(=O)O)[C@@H](CC2=NCCc3cc(F)ccc32)C1,-1%,-27%,-1,2%,-4%,-3%,4%
CC(C)c1nc(N2CCCCCC2)ncc1C(=O)O,-5%,3%,3,i,-4%,6%,6%
NC1(C(=O)O)CCCCC1,/,/,/,-6%,-8%,/,-22%
CC1(C)NC2N(C1=O)c1ccccc1C2(O)CC(C(=O)O)n1cnc2ccccc2c1=O (centres undefined),/,/,3,i,-8%[23.9 µM],/,/

# Source: PubChem (National Center for Advancing Translational Sciences (NCATS))

# No enrichment for hits; about 7.7% have a hit in one of these screens.
